Imprint erasure – induces erasure of genomic imprints in mouse ES cells; 0.02% of 110,000 active; mouse ES Peg3-LacZ reporter, beta-gal luminescence, 40 h; Potency, µM (series often up to 60.7 µM), for inactives: at the top dose activity change, positive = activation, usual class: activators;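 note: 0% = negative control wells on the plate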
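Readout: BetaGlo luminescence (5 min, room temp) for LacZ from the normally silent maternal Peg3 allele in female Peg3LacZ-Neo ES cells. Cells 300/well, 40 h, 37C, 5% CO2. Data normalized per plate to negative controls.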
IkB sig inh – IkB pathway inhibition in ABC-DLBCL cells | ABC-DLBCL IkBa-CBG/CBR dual luciferase ratio, 4 h; response scale: scaled: untreated 0%, proteasome inhibitor 100% | Potency, µM (top dose mostly 57.1 µM), for inactives: at the top dose IkBa stabilization activation | 0.04% of 110,000 active; active = well fitted curve in the direction sought with a large enough effect in the signal ratio, not every such curve was filed as active; inconclusive = small, poorly fitted or top-dose-only effect, or a change in a side signal; the % refers to the signal ratio;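 note: the direction sought is a rising ratio; 0% = basal untreated cells and 100% = reference inhibitor full response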
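In this assay, an IκBα–CBG68 fusion accumulates when IKK-driven degradation is blocked; native CBR normalizes for cell number. OCI-Ly3 cells were treated 4 h with compound and doxycycline, then green and red light read after Chroma-Glo addition.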
p53ts 39C kill – kills p53ts cells at the nonpermissive temperature; Potency, µM (highest dose often 46.1 µM), without a hit: at the highest dose activity change, negative = cell killing, hits mostly cytotoxic; H1299-p53A138V viability at 39C, ATP luminescence, 24 h; 1.5% of 130,000 active; note: nearly all actives have a fitted effect of over 55% in size
p53ts 32C kill – p53ts cell cytotoxicity, permissive temperature; H1299-p53A138V at 32C, ATP luminescence viability, 24 h; Potency, µM (doses to about 46.1 µM), for inactives: top-dose activity change, negative = cytotoxicity, most hits filed as cytotoxic; AID 924; 0.93% of 130,000 active;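 note: 0% = DMSO and -100% = full killing by reference compound; nearly all actives have a fitted effect of over 55% in size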
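Cells: H1299 p53ts (A138V), 600/well, pre-incubated 16–30 h at 37C. Cpd up to 46 uM, 24 h, 32C. Readout: ATPlite luminescence, 20 min RT. Normalization: DMSO vs tamoxifen 100 uM. AC50 by Hill equation.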
* hit, by the source's call; ? = inconclusive; nt = not tested or not shown; & = joins results of further samples; ! = not confirmed by another sample; [ ] = dose if it differs, or a comment. Unless noted, calls come from the whole dose curve; as a rule, active = well fitted curve in the direction sought with a large enough effect; inconclusive = small, poorly fitted or top-dose-only effect, or another doubt; inactive = no such curve, though single readings can be large; an effect the other way counts as inactive or inconclusive. Unless noted, % is set by controls: 0 for no effect and ±100 for the full control effect; potency is the fitted concentration of half-maximal effect.

SMILES	Imprint erasure	IkB sig inh	p53ts 39C kill	p53ts 32C kill
Cc1onc(-c2ccccc2Cl)c1C(=O)Nc1nn[nH]n1	-5%	0.8%	-4%	-12%
CCn1c(SCc2cc(=O)[nH]c3ccccc23)nc2c1c(=O)n(C)c(=O)n2C	3%	-0.1%	-1%	1%
COc1ccccc1CNC(=O)c1ccc2c(c1)N(Cc1ccc(C)cc1)CCS2	-12%[10.9 µM]	?	-4%	8%
COc1ccc(CNC(=O)c2cc3c(s2)-c2c(C)cccc2OC3)cc1	-7%[10.9 µM]	?	-23%	-18%
CCOC(=O)C1=C(c2ccccc2)NC(=O)NC1c1ccc(N(C)C)cc1 (centres undefined)	-12%	-1.6%	-13%	-15%
COCc1nc(-c2ccc(-c3ccc(C)cc3)nc2OC)no1	-17%	-2.1%	-25%	-18%
CCc1cc2c(C)cc(=O)oc2cc1OC(=O)C1CCCN1C(=O)OC(C)(C)C (centres undefined)	-20%	-0.2%	2%	7%
CS(=O)(=O)N1CCc2cc(C(=O)N3CCN(c4ccccc4)CC3)ccc21	-10%[10.9 µM]	?	-12%	8%
COc1cccc(NC(=O)c2ccccc2-c2nc(-c3ccc(Cl)cc3)no2)c1	-16%	?	-7%	6%
CCc1ccccc1NC(=O)CSc1nnc([C@@H](NC(=O)OC(C)(C)C)C(C)C)o1	-5%	5.2%	3%	2%
COc1cccc(C2c3c(oc4cc(C)c(C)cc4c3=O)C(=O)N2CCCN(C)C)c1 (centres undefined)	-22%	2.4%	0%	-2%
CCc1ccc(NC(=O)C(=O)NCC(c2cccnc2)N2CCN(C)CC2)cc1 (centres undefined)	-20%[10.9 µM]	-4.3%	?	?
COc1ccccc1-c1nn2c(=O)cc(CN3CCN(C(=O)/C=C/c4ccccc4)CC3)nc2s1	-6%[10.9 µM]	?	1%	8%
COc1cc(NC(=O)c2ccco2)c(OC)cc1NC(=O)CCC(=O)Nc1cc(C)cc(C)c1	-12%	1.1%	-18%	-7%
Cc1cc(C)cc(C(=O)N(C)[C@H](Cc2ccc(-c3ccccc3)cc2)C(=O)N[C@@H](Cc2c[nH]c3ccccc23)C(=O)O)c1	1%	?	0%	1%
COc1cccc(CNC(=O)C2(c3cccs3)CCOCC2)c1	16%[10.9 µM]	0.7%	-11%	8%
COc1ccc(S(=O)(=O)Nc2c(C(=O)O)[nH]c3ccccc23)c(OC)c1	-10%	-1.0%	8%	6%
COCCCNC(=O)c1c(-c2ccccc2)noc1C	-6%	-0.4%	-11%	3%
CCN(CC)c1ccc(C=Nc2ccc(C)cc2)c(O)c1	nt	nt	9%	2%
O=C(c1ccc(-n2cnnn2)cc1)N1CCCCC1	nt	nt	4%	-14%
Oc1c(Cl)cc(CN(Cc2cc(Cl)c(O)c(Cl)c2)C2CCCCC2)cc1Cl	-4%[10.9 µM]	1.9%[11.4 µM]	0%[9.22 µM]	10%[9.22 µM]
CCCSc1nnc2nc(C)cc(C)n12	-11%	-3.8%	2%	-5%
COCCCNC(=O)CCCn1c(=O)c2ccccc2n(CC(=O)Nc2ccc(C)cc2Cl)c1=O	-5%[10.9 µM]	4.8%	25%	11%
Cc1ccc(-n2nc3c(N4CCC(C(=O)NC5CCC(C)CC5)CC4)nnc(C)c3c2C)cc1 (centres undefined)	-10%[10.9 µM]	?	-8%	7%
O=C(C1CCN(S(=O)(=O)c2ccc(F)cc2)CC1)N1CC=C(c2ccccc2)CC1	-17%	?	-5%	3%
Cc1cccc(C)c1NC(=O)CC(NCc1ccco1)C(=O)O (centres undefined)	-8%	0.2%	-7%	2%
COc1ccc(CNC(=O)c2ccc(-c3nc(CSc4ccccc4)c(C)o3)cc2)cc1	10%[10.9 µM]	-0.2%	-27%	-3%
Cc1cccc(C(=O)Nc2ccccc2OCc2cc(=O)n3c(C)csc3n2)c1	-6%[10.9 µM]	1.7%	-6%	1%
CCCCC#CC1C=CC(OC(C)=O)C(COC(C)=O)O1 (centres undefined)	nt	nt	-4%[9.22 µM]	7%[9.22 µM]
O=C(O)c1ccc2c(c1)N(Cc1ccccc1F)C(=O)c1ccccc1S2=O (centres undefined)	-7%	2.0%	-4%	-1%

Sorted by heavy-atom count (low to high): part of the list above
SMILES	Imprint erasure	IkB sig inh	p53ts 39C kill	p53ts 32C kill
CCCSc1nnc2nc(C)cc(C)n12	-11%	-3.8%	2%	-5%
O=C(c1ccc(-n2cnnn2)cc1)N1CCCCC1	nt	nt	4%	-14%
COCCCNC(=O)c1c(-c2ccccc2)noc1C	-6%	-0.4%	-11%	3%
CCN(CC)c1ccc(C=Nc2ccc(C)cc2)c(O)c1	nt	nt	9%	2%
Cc1cccc(C)c1NC(=O)CC(NCc1ccco1)C(=O)O (centres undefined)	-8%	0.2%	-7%	2%
COc1ccc(S(=O)(=O)Nc2c(C(=O)O)[nH]c3ccccc23)c(OC)c1	-10%	-1.0%	8%	6%
Oc1c(Cl)cc(CN(Cc2cc(Cl)c(O)c(Cl)c2)C2CCCCC2)cc1Cl	-4%[10.9 µM]	1.9%[11.4 µM]	0%[9.22 µM]	10%[9.22 µM]
O=C(O)c1ccc2c(c1)N(Cc1ccccc1F)C(=O)c1ccccc1S2=O (centres undefined)	-7%	2.0%	-4%	-1%
Cc1cccc(C(=O)Nc2ccccc2OCc2cc(=O)n3c(C)csc3n2)c1	-6%[10.9 µM]	1.7%	-6%	1%
O=C(C1CCN(S(=O)(=O)c2ccc(F)cc2)CC1)N1CC=C(c2ccccc2)CC1	-17%	?	-5%	3%
COc1ccc(CNC(=O)c2ccc(-c3nc(CSc4ccccc4)c(C)o3)cc2)cc1	10%[10.9 µM]	-0.2%	-27%	-3%
Cc1ccc(-n2nc3c(N4CCC(C(=O)NC5CCC(C)CC5)CC4)nnc(C)c3c2C)cc1 (centres undefined)	-10%[10.9 µM]	?	-8%	7%
COCCCNC(=O)CCCn1c(=O)c2ccccc2n(CC(=O)Nc2ccc(C)cc2Cl)c1=O	-5%[10.9 µM]	4.8%	25%	11%
Cc1cc(C)cc(C(=O)N(C)[C@H](Cc2ccc(-c3ccccc3)cc2)C(=O)N[C@@H](Cc2c[nH]c3ccccc23)C(=O)O)c1	1%	?	0%	1%

New compounds follow.
SMILES	Imprint erasure	IkB sig inh	p53ts 39C kill	p53ts 32C kill
O=C(CSc1nnc(CNC(=O)c2c(F)cccc2Cl)o1)Nc1ccccc1F	-8%[10.9 µM]	-2.0%	-1%	0%
COc1ccccc1CNC(=O)C(C)NS(=O)(=O)c1ccccc1 (centres undefined)	-5%	1.1%	-4%	-1%
O=C(CSc1nnc(-c2ccco2)n1CC1CCCO1)c1ccccc1 (centres undefined)	-6%	0.4%	15%	2%
O=C1c2ccccc2C(=O)N1c1ccccc1S(=O)C(F)(F)F (centres undefined)	-8%	3.2%	1%	7%
Cc1ccccc1CN1CCN(C(=O)c2cccc(F)c2)CC1	-7%	1.1%	8%	-3%
O=C(Nc1cccnc1)C1(F)C(F)(F)C(F)(F)C(F)(F)C(F)(F)C1(F)F	-9%	2.7%	-5%	-4%
CN(C)C(=O)CSc1nc2ccccc2c(=O)[nH]1	9%	-0.5%	3%	14%
CSc1ccc(CNC(=O)C2CCN(c3nc4ccccc4nc3C(F)(F)F)CC2)cc1	0%[10.9 µM]	-5.3%	9%	-5%
COc1ccc2c(c1)c1c(c(=O)n(-c3ccccc3)c(=O)n1CC(=O)Nc1ccc(C)c(C)c1)n2C	6%[10.9 µM]	6.4%	-8%	1%
C=CCNC(=O)C(C)Sc1ccc(Cl)cc1 (centres undefined)	-3%	1.9%	-1%	9%
CC(=O)Cc1nsc(NC(=O)c2ccc(COc3ccc(C)cc3)o2)n1	-10%	?	-4%	-6%
CCOc1ccc(OCC)c(NC(=O)CSc2nc3ccccc3c(=O)n2C)c1	nt	7.2%	-10%	-16%
Cc1ccc(Cn2c(C)c3cnn(CC(=O)N4CCN(c5ccc(F)cc5)CC4)c(=O)c3c2C)cc1	-13%[10.9 µM]	2.0%	-15%	1%
O=c1c(-c2ccccc2)coc2c(CN3CCCC3)c(O)ccc12	8%	-6.9%	13%	-2%
O=C(CSc1nc2ccccc2n1Cc1cccc(F)c1)NCc1ccccc1	-5%[10.9 µM]	-0.2%	-18%	-2%
CC1CCCCN1CCNC(=O)C1CC(=O)N(c2ccc(F)c(Cl)c2)C1 (centres undefined)	-26%	0.8%	-12%	-7%
COc1cc2c(cc1NC(=O)CSCC(=O)O)oc1ccccc12	-6%	?	-19%	-13%
Cc1cc(-n2ccc(=O)[nH]c2=O)nc(-c2ccccc2)n1	1%	-2.5%	5%	-1%
CC(C)(C)n1nnnc1C(c1ccccc1)N1CCc2ccccc2C1 (centres undefined)	6%	0.6%	-6%	-1%
COc1ccc(NC(=O)CSc2nncs2)cc1OC	0%	-0.5%	-4%	0%
COc1cccc(/C=C2/CN(C)CC3=C2OC(N)=C(C#N)C3c2cccc(OC)c2)c1 (centres undefined)	nt	nt	-8%	8%
CN1CCN(c2ncc3ncc(=O)n(CCc4ccccc4)c3n2)CC1	-24%	2.1%[11.4 µM]	12%	5%
COc1ccc(OCC(O)Cn2c(=N)n(CCN3CCCCC3)c3ccccc32)cc1 (centres undefined)	-23%	-0.6%&-1.8%	13µM*!	-28%&-17%
Cc1ccc(S(=O)(=O)N2CCCC2C(=O)O)cc1 (centres undefined)	1%	1.1%	7%	-6%
Cc1nc2nc3c(cn2n1)C(=O)CC(c1ccccc1)C3 (centres undefined)	-4%	2.3%	-4%	-2%
COc1ccc(NC(=O)C23CCC(C2)C(C)(C)C3=O)cc1 (centres undefined)	-14%	0.0%	0%	5%
CCOc1ccc(N(C)S(=O)(=O)c2c(C(=O)N3CCC(C)CC3)c(C)n(C)c2C)cc1	-15%[10.9 µM]	1.9%	14%	13%
COc1ccc(C)cc1NC(=O)CCS(=O)(=O)c1ccc2c(c1)CC(=O)N2C	8%[10.9 µM]	-0.8%	-11%	-1%
FC(F)(F)c1cc(-c2ccco2)nc(-n2nc(C(F)(F)F)cc2C2CC2)n1	-10%	-1.9%	-10%	3%
Cn1c(=O)n(C)c2cc(N3CCOCC3)c(NS(=O)(=O)c3ccc(C(C)(C)C)cc3)cc21	-12%[10.9 µM]	19%	-12%	0%
COc1ccc(C)cc1NC(=O)c1sc2nc(-c3ccc(F)cc3)cn2c1C	-8%[10.9 µM]	-1.7%	-13%	-6%
Cc1ccc(Cn2ccc(NC(=O)CCSc3nc(-c4ccco4)cc(C(F)(F)F)n3)n2)cc1	-20%	5.4%	-1%	12%
N#Cc1cn(-c2ccccc2)nc1-c1ccccc1	-15%	-0.8%	-11%	-1%
CC(C)(C)c1ccc(NC(=O)COC(=O)C2=COCCO2)cc1	-19%	-1.4%	-15%	-11%
O=C(Nc1ccccc1)N1CCC(c2nc(-c3ccc(S(=O)(=O)N4CCOCC4)cc3)no2)CC1	-26%	2.8%	-9%	6%
CC(/C=C/c1ccc(O)cc1)=N/O	nt	nt	-27%	-17%

Part of the list above, limited to p53ts 39C kill.
molecule | p53ts 39C kill
COc1ccc(C)cc1NC(=O)c1sc2nc(-c3ccc(F)cc3)cn2c1C | -13%
Cc1ccc(Cn2ccc(NC(=O)CCSc3nc(-c4ccco4)cc(C(F)(F)F)n3)n2)cc1 | -1%
